# High-throughput results deposited in PubChem by several laboratories.
# HCT116 PTEN-null: PTEN-deleted cell growth suppression. HCT116 PTEN-null viability, CellTiter-Glo, 60 h; hits give low values. viability, % at 10 µM. 1.2% of 140,000 active;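 active = viability at or below a set limit, 4 SD under the median of all tested compounds, cut at about 3.7% in these data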;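 also: PTEN knockout HCT116 line with beta catenin targeted HCT116 as companion control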
# bCat KO growth: beta-catenin-lacking colon tumor cell growth suppression. viability, % at 10 µM. HCT116 beta-catenin knockout viability, CellTiter-Glo, 60 h; hits give low values. 1.5% of 140,000 active. AID 818;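 active = viability at or under a set limit, the compound median less 4 SD, cut at about 6% in these data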;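 also: 0% = Hyamine 1622 control at 20 µM and 100% = untreated cell control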
# GALR2 blocker: blocks the human galanin receptor 2; O43603; GALR2-expressing cells, antagonist mode; inhibition, % at 4 µM; 0.39% of 140,000 active; in the data active = inhibition above about 27%;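 also: cells stimulated with galanin 1-16 at roughly its EC80; 0% = agonist challenge control and 100% = basal control without agonist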
# Target sequence (O43603 whole entry, looked up): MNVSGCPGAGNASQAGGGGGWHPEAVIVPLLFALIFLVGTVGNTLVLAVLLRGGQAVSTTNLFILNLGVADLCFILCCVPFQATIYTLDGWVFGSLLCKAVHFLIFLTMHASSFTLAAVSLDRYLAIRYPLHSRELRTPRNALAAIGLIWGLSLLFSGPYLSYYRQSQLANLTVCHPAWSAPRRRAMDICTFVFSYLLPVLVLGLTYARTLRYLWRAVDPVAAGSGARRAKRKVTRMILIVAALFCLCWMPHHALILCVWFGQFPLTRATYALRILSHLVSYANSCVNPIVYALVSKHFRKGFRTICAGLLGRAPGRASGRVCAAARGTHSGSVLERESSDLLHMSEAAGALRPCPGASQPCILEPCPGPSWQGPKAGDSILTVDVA
# Measles CPE: protection of cells from measles virus; Measles virus-infected cells, CPE protection, absorbance; protection (pct of control), % at 4 µM; 1.5% of 140,000 active; AID 841; in the data active = protection mostly above about 24%, no sharp cut-off; inactive = mostly below about 26%; also: some compounds called inactive have numbers as strong as hits
# Yeast growth inh: chemicals that inhibit yeast BB579 growth in restrictive medium (lifespan-shortening candidates); inhibition, % at 10 µM; S. cerevisiae BB579 growth, OD615, 48 h; 0.51% of 140,000 active;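 active = inhibition above a set limit, 3 SD over the mean compound inhibition, cut at about 44% in these data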; also: inactives centre near -24
#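 controls = amphotericin B 10 µg/mL, positive | assay system = DeaD yeast strain BB579 | schedule = 48 h compound exposure at 30 °C after 4 h preincubation | detection = OD615 turbidity measurement | medium = restrictive CSMM-D medium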
# NPY Y2 blocker: blocks the human neuropeptide Y Y2 receptor | NPY-Y2 expressing cells, antagonist mode | inhibition, % at 2.7 µM | 0.99% of 140,000 active | AID 793; in the data active = inhibition above about 17%;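 also: 0% = vehicle with agonist challenge and 100% = reference antagonist with challenge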
# Target sequence (P49146 whole entry, looked up): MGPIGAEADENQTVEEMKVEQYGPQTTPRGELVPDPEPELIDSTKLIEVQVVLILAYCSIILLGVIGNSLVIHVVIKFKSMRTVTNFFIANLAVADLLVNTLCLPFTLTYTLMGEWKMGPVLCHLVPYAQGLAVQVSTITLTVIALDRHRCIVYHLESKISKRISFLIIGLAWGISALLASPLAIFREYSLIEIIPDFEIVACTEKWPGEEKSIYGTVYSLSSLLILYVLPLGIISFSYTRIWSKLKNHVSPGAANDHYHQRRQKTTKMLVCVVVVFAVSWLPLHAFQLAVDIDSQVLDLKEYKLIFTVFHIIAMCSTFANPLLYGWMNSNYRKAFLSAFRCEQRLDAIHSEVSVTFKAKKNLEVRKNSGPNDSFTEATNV
# Phagocyt inh: inhibitors of macrophage phagocytosis; J774A.1 macrophage IgG-bead phagocytosis, imaging; inhibition, % at 5 µM; 0.07% of 110,000 active;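 active = inhibition above the mean of the plate negative controls plus 5 SD, cut at about 13% in these data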;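 also: phagocytic index as fraction of beads internalized from green versus red external bead signal; plate controls were DMSO negative control for no effect and cytochalasin-D positive control for full effect; some results beyond the cut were filed as inactive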
# E-sel TNF inh: blocks E-selectin expression induced by TNF alpha | HUVEC TNFa-induced E-selectin immunofluorescence, high content | inhibition, % at 2 µM | 0.71% of 120,000 active;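 active = inhibition above the batch mean plus 3 SD, and confirmed as a hit on visual image review, cut at about 43% in these data; inconclusive = passes the inhibition cutoff but fails visual image review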;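 also: 0% = TNF-stimulated DMSO wells and 100% = unstimulated control wells; not every result past the cut was called active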
# MRP-1 activ: MRP-1 activation; viability increase, % at 10 µM; 0.61% of 140,000 active; H69AR cells + doxorubicin, viability rescue, CellTiter-Glo; AID 799;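 active = viability gain under doxorubicin at or above a set limit, the compound median plus 3 SD, cut at about 4.7% in these data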;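 also: MRP-1 overexpressing cells given doxorubicin 25 µM after compound pretreatment; 18-22 h compound pretreatment then 72 h with doxorubicin before readout; 0% = doxorubicin-only wells and 100% = vehicle-treated cells without doxorubicin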
# Yeast life ext: yeast lifespan extension; S. cerevisiae growth with nicotinamide, OD615; deaD strain in restrictive glucose medium; inhibition of the nicotinamide effect, % at 10 µM; 0.68% of 130,000 active;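 active = inhibition above a set limit, placed 3 SD over the median of all compounds, cut at about 26% in these data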;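 also: 0% = nicotinamide-treated wells and 100% = cells grown without nicotinamide; some compounds called inactive have numbers as strong as hits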
#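 Test system – modified budding yeast, DeaD strain · Compound – single dose 10 µM compound, 0.25% DMSO · Times – culture preincubation 4 h, compound exposure 48 h, both 30 °C · Detection – optical density (absorbance) at 615 nm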
# An asterisk follows results filed as active; ? = inconclusive; . = no result given.
item	compound	Measles CPE	MRP-1 activ	E-sel TNF inh	GALR2 blocker	HCT116 PTEN-null	bCat KO growth	NPY Y2 blocker	Yeast growth inh	Phagocyt inh	Yeast life ext
1	COc1cc(CN(C)CC(=O)c2[nH]c(C)c(C(C)=O)c2C)ccc1OC(F)F	5.9	-1.6	-2.1	15.6	65.9	64.0	2.9	-31.1	.	6.6
2	COc1cccc(CNC(=O)CSCc2cnn(-c3ccccc3)c2-n2cccc2)c1	6.4	-1.2	7.9	-10.9	81.2	82.8	5.1	-50.8	.	-0.7
3	Cc1sc(NC(=S)NC(=O)c2cccs2)nc1-c1ccc(CC(C)C)cc1	18.1	-2.4	-2.4	5.9	93.6	98.2	2.8	-46.4	-0.6	-13.7
4	Cc1cc(C)n(-c2nc(-c3ccc(Cl)cc3)cs2)n1	13.7	-1.5	.	-4.6	65.7	57.7	-3.4	-53.3	0.7	-2.4
5	COc1ccccc1NS(=O)(=O)c1cccc(N=C2N=C(N)c3ccccc32)c1	4.3	-2.1	.	-8.8	69.5	61.2	2.3	3.6	-8.6	-3.4
6	CCCCCc1c(C)nc(N2CCc3ccccc32)[nH]c1=O	7.4	-0.9	-3.7	0.6	69.0	75.1	-1.0	-46.2	.	3.9
7	COc1ccc2c(c1)C1NC(=S)NC(C)(O2)C1C(=O)Nc1ccc(Cl)cc1 (stereo not given)	6.0	3.3	.	-2.4	71.1	72.3	1.1	-15.9	-5.2	-1.6
8	O=C(Cc1ccc(Cl)cc1)NNc1c(F)c(F)cc(F)c1F	7.3	-1.6	2.4	-1.0	77.5	81.7	1.6	-0.3	-7.3	-6.1
9	CC(OC(=O)c1nn(C(C)C)c(=O)c2ccccc12)C(=O)Nc1ncc(Cl)cc1Cl (stereo not given)	1.5	-3.2	-12.2	-0.9	98.3	105.0	4.2	-9.9	.	1.9
10	Cc1ccc(NS(=O)(=O)c2ccc3c(c2)C(=O)c2ccccc2C3=O)c(C)c1	6.3	-1.9	.	2.8	83.3	82.6	2.6	9.1	-5.8	-4.2
11	O=C(NCCCn1ccnc1)NC(C(F)(F)F)C(F)(F)F	4.3	-1.4	-2.5	-6.0	99.8	95.5	1.2	-18.5	1.7	-2.7
12	Cc1ccc(N2CC(C(N)=O)CC2=O)cc1C (stereo not given)	6.3	1.1	-38.5	-1.9	115.0	102.1	2.5	-35.9	-0.5	-9.1
13	CCOc1ccc2[nH]c(=O)c(CN(CCO)Cc3nnnn3CCc3ccccc3)cc2c1	13.8	-1.1	-5.1	-16.5	97.0	91.4	0.6	-19.9	0.9	1.7
14	CCOc1ccc(NC(=O)NCCCn2c(C)nc3cc(C)c(C)cc32)cc1	10.3	1.6	5.0	0.7	89.0	92.2	1.1	-17.2	-0.9	-13.5
15	CCNC(=O)NC(=O)CSc1ccccc1F	27.0	-2.0	-14.3	3.8	98.1	93.4	3.5	-7.1	-1.8	-0.7
16	CCOC(=O)c1c(C)[nH]c(C(=O)Cn2nnc(-c3ccc(Cl)cc3)n2)c1C	7.9	-2.5	-32.0	-17.5	86.8	95.5	0.8	16.0	0.1	-6.5
17	COC(=O)COc1ccc(S(=O)(=O)Nc2ccc(C(N)=O)cc2)cc1C	10.3	1.0	8.0	-28.0	96.6	87.9	3.4	-33.0	-0.5	-17.9
18	Cc1ccc(NC(=O)CN2C(=O)N/C(=C/c3ccc(N4CCOCC4)cc3)C2=O)cc1	1.3	-3.6	.	4.3	103.8	88.0	-1.1	-24.9	-7.8	8.7
19	CC(C)(C)c1ccc(S(=O)(=O)NCCc2ccncc2)cc1	24.8	-1.5	.	8.1	78.2	72.9	-0.2	-4.9	-2.5	-8.9
20	CN1CCN(c2ccc(NC(=O)Cc3ccccc3)cc2)CC1	3.8	0.3	-3.4	-5.0	112.5	102.9	0.7	-38.7	3.2	0.0

# Limited to GALR2 blocker and Measles CPE, for two of the compounds above:
item	mol	GALR2 blocker	Measles CPE
14	CCOc1ccc(NC(=O)NCCCn2c(C)nc3cc(C)c(C)cc32)cc1	0.7	10.3
13	CCOc1ccc2[nH]c(=O)c(CN(CCO)Cc3nnnn3CCc3ccccc3)cc2c1	-16.5	13.8

# Additional structures.
item	compound	Measles CPE	MRP-1 activ	E-sel TNF inh	GALR2 blocker	HCT116 PTEN-null	bCat KO growth	NPY Y2 blocker	Yeast growth inh	Phagocyt inh	Yeast life ext
21	O=C(C[n+]1cc(-c2ccc(F)cc2)n2c1CCC2)Nc1nc(-c2ccccc2)cs1	5.6	-2.6	.	0.0	85.0	88.2	0.9	-25.8	.	2.1
22	Cc1cc(/C=C2/NC(=O)NC2=O)c(C)n1-c1ccccn1	13.0	-0.1	.	13.4	97.5	94.7	0.6	-30.7	0.1	-1.8
23	CCOC(=O)c1c(C)oc2ccc(OC(=O)c3cccs3)cc12	2.5	0.4	-5.0	0.5	93.6	96.1	9.3	-41.3	-1.4	-4.5
24	CC(=O)c1ccc2c(c1)Nc1ccccc1S2	19.2	1.8	-44.1	19.1	89.5	88.1	-1.1	-20.8	-4.0	-3.1
25	CNc1nn(-c2cccc(Cl)c2)nc1N	10.8	-5.6	-3.9	0.7	82.7	71.4	-2.8	-20.7	-1.0	-19.4
26	Clc1cccc(Cl)c1NC1=NCCC1	9.2	0.5	-11.9	2.9	105.4	99.5	3.1	-45.8	1.0	1.0
27	CC(=O)N(C(C)=O)c1cccc2c(N(C(C)=O)C(C)=O)cccc12	15.6	0.3	17.5	-12.7	104.3	98.4	1.0	-70.7	-1.4	-10.3
28	COc1cc(NC2c3ncccc3C(=O)N2Cc2ccco2)cc(OC)c1 (stereo not given)	7.5	-2.6	?	-0.9	87.1	105.0	-0.1	-41.4	-0.6	-16.0
29	CC(C)Oc1ccc(C(=O)Nc2ccc(Cl)c(S(=O)(=O)Nc3ccc(Cl)cc3)c2)cc1	6.7	-1.7	11.1	-11.5	3.1*	3.1*	2.4	-46.4	-1.7	4.6
30	COc1ccc2cc(CCN3C(=O)c4ccccc4C3=O)c(=O)[nH]c2c1	9.4	0.5	19.8	3.0	99.8	99.6	1.9	-34.6	.	1.4
31	CC(C)COC(=O)c1nnsc1NC(=O)Nc1ccccc1	6.5	0.3	-30.6	-0.2	77.0	83.9	1.4	-25.8	-0.8	-2.7
32	Cc1ccc(NC2=NCC(=O)N2Cc2ccc3c(c2)OCO3)c(C)c1	14.8	-0.2	-21.8	3.3	110.0	99.1	5.5	-32.0	-0.6	-12.8
33	O=C1c2ccccc2C(=O)N1CNc1ccccc1	0.4	-1.9	-3.1	0.1	93.0	83.8	0.3	-27.0	-0.4	-18.1
34	O=C(NC(N1CCCC1)C(Cl)(Cl)Cl)c1ccccc1 (stereo not given)	3.3	0.0	1.1	3.6	93.6	105.4	4.2	-52.7	.	-20.6
35	CCOC(=O)Cn1c(=O)oc2cc(S(=O)(=O)N3CCC(N4CCCCC4)CC3)ccc21	39.0	-0.3	.	4.5	100.4	97.1	1.4	-0.6	-0.9	-4.4
36	Cc1ccc(C(=O)Nc2cc(C(F)(F)F)ccc2N2CCCCC2)cc1[N+](=O)[O-]	5.3	-0.5	26.7	-3.7	81.2	79.0	-0.5	-83.5	-0.1	-7.7
37	COc1cccc(-c2nc3cc(C)ccc3o2)c1	20.8	-3.6	-36.9	14.4	68.7	63.9	4.0	-8.7	2.2	-11.6
38	N=c1ccn(Cc2cccc(Cl)c2)cc1	12.8	-0.7	55.2	0.0	29.5	19.5	0.5	-16.9	-0.8	-0.3
39	CCOc1ccc(N(CC(=O)NC(C)CC)S(C)(=O)=O)cc1 (stereo not given)	5.0	0.3	10.2	-14.1	101.5	88.5	0.7	-16.0	-0.1	1.3
40	O=C(NCc1ccco1)c1ccc(CNc2c(N3CCCCC3)c(=O)c2=O)cc1	2.1	-1.5	2.3	-2.2	100.0	96.1	1.9	-19.7	.	5.7
41	Cc1ccccc1N1CCN(C(=O)CN2C(=O)c3ccccc3C2=O)CC1	4.2	0.6	-24.1	12.2	97.3	103.0	3.2	-35.2	-2.0	-4.2
42	CCCc1cc(C(=O)Cc2nc3ccccc3s2)c(O)cc1O	6.4	-3.8	0.5	8.2	92.8	90.6	1.0	-42.9	.	1.7
43	O=C(O)c1cnn(-c2ccccc2)c1-c1ccccc1	7.9	-2.7	9.6	-12.2	95.6	98.1	2.7	-32.4	.	5.7
44	Cc1noc(C)c1CSc1nnc(-c2cc(Cl)ccc2Cl)n1N	2.8	-1.0	.	0.4	85.4	91.1	2.8	-30.2	-1.3	-14.2
45	Cc1cc(C)nc(SCc2nnc(SCc3ccc([N+](=O)[O-])cc3)n2Cc2ccco2)n1	12.3	0.4	.	4.9	94.2	93.5	1.7	-30.5	-6.3	3.7
46	Cc1cc(C)cc(-n2c(SCC(=O)NCc3ccc4c(c3)OCO4)nc3ccccc3c2=O)c1	18.8	0.6	.	0.7	69.3	79.5	2.0	-19.8	.	-2.8
47	c1ccc(Cn2nnc3c(Nc4ccc5c(c4)OCO5)nc(C4CC4)nc32)cc1	6.9	-0.5	-7.0	3.7	69.9	58.3	1.9	-12.7	2.5	-5.3
48	CCn1c(SCc2ccc(C)cc2)nnc1-c1cnccn1	7.1	-1.7	0.1	-3.4	104.1	86.1	6.1	14.2	-1.5	-33.3
49	O=C(NC1=NCCS1)c1cc(-c2ccc(F)cc2)nc2ccccc12	4.0	-2.6	0.8	1.6	92.6	87.3	-3.7	-6.3	.	-5.4
50	COc1ccc(CN(C(=O)c2cc3ccccc3oc2=O)C2CCCC2)cc1	11.2	-2.7	5.3	4.3	90.1	83.7	5.3	-30.4	.	.
51	COc1ccc2c(=O)c3c(=O)n(-c4ccccc4)c(-c4ccco4)nc3oc2c1	15.3	-3.8	2.1	2.5	71.6	78.0	-2.1	-64.2	.	7.0
52	O=C(CSc1nnc(-c2cccnc2)n1Cc1ccco1)N1c2ccccc2Sc2ccccc21	-0.4	-2.3	-28.8	4.1	83.2	90.1	3.0	-30.3	-0.3	-28.2
53	COc1cccc(CNC(=O)CN(C)S(=O)(=O)c2cnc[nH]2)c1	.	-0.2	-6.2	9.2	108.2	109.3	1.0	-34.2	-0.2	-16.8
54	CCn1ncc(Cl)c1C(=O)Nc1ccncc1	0.6	-1.1	-11.3	8.2	97.9	95.2	-0.1	2.7	1.3	-4.6
55	N#CC1=C2SCCN2C(=O)C(C#N)C12CCCCC2 (stereo not given)	19.4	0.5	.	3.1	98.8	114.9	0.0	-16.4	0.1	-9.1
56	COc1ccc2c(c1OC)C(=O)N(C(C)C(=O)O)C2=O (stereo not given)	7.1	-0.5	-4.5	0.4	118.6	97.5	9.8	-50.4	.	-0.6
57	COc1cc2c(cc1OC)-c1cc(NC3CCCCC3)nc(=O)n1CC2	23.2	-3.9	.	5.4	85.9	88.6	12.1	-40.0	-0.5	-1.7
58	O=C(/C=C/c1ccccc1)NCCC1=CCCCC1	1.5	-1.1	.	12.0	81.3	83.4	11.4	-14.7	-3.1	-0.3
59	COc1ccc(C(=O)CSc2nnc(Cn3cnc4ccccc43)o2)cc1	4.5	-1.6	14.4	3.2	15.8	14.8	4.4	-42.0	-0.4	-6.8
